# Screening results deposited in PubChem BioAssay by National Center for Advancing Translational Sciences (NCATS).
# KDM5B inh = Primary screen for KDM5B Histone Demethylases FDH-coupled qHTS. Lysine-specific demethylase 5B (Homo sapiens), Q9UGL1. KDM5B demethylase, FDH-coupled NADH fluorescence (FDH is formaldehyde dehydrogenase). Potency, µM (titrated, usually from 57.7 µM), for inactives: at the top dose activity change, negative = inhibition, most hits filed as inhibitors. actives 2.6% (n = 220,000). AID 1347165, 2019; active = well fitted inhibition curve with a large enough effect; inconclusive = small, poorly fitted or top-dose-only effect; inactive = no such curve, though single readings can be large or run the other way; also: 0% is about no effect; nearly all actives have a fitted effect of over 70% in size
# Target sequence (Q9UGL1 whole entry, looked up): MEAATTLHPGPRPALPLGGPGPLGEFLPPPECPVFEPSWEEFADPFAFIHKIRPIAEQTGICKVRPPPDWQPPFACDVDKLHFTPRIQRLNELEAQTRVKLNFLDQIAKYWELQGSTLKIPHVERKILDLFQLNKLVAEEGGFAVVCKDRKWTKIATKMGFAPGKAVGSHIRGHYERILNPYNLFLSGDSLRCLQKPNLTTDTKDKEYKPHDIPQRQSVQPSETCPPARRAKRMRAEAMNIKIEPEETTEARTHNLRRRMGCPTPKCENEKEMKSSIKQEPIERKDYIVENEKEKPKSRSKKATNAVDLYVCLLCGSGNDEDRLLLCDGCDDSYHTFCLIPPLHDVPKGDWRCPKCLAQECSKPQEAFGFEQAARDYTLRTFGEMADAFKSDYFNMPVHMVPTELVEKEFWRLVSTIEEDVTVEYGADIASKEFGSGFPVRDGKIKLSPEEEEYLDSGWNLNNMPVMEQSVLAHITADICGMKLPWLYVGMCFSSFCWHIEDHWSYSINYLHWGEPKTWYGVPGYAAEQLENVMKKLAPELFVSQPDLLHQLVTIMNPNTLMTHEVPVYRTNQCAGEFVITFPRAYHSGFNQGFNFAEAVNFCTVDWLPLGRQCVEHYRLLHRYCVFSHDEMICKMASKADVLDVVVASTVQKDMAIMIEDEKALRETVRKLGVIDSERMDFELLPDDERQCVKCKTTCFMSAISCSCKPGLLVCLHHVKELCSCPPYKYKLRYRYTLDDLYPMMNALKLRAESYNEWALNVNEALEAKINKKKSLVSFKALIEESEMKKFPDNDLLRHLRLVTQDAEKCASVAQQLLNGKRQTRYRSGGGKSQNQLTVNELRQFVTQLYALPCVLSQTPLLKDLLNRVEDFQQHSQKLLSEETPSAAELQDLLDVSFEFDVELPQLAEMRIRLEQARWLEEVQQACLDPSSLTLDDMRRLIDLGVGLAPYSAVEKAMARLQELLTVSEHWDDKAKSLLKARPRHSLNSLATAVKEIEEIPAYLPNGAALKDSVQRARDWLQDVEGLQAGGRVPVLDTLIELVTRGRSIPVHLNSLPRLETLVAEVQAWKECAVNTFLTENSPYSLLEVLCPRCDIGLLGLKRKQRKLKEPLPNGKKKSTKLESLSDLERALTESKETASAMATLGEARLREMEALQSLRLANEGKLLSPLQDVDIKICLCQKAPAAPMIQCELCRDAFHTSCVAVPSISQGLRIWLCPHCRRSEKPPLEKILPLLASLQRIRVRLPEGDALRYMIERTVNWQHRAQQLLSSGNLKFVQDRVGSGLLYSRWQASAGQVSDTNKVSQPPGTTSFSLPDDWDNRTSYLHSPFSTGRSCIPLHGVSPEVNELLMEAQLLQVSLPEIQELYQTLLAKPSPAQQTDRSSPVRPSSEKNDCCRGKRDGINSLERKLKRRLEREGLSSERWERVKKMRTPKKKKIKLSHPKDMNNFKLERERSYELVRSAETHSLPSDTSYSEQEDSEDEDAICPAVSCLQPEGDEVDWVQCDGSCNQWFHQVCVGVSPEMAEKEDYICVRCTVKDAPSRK
#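 Inhibition is measured as reduced NADH fluorescence generation from FDH coupling to formaldehyde release. Truncated KDM5BΔAP at 200 nM final acts on H3K4me3 peptide (12.5 µM in substrate mix) in pH 7.5 HEPES buffer with Tween-20, 30 min, room temperature.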
# The depositor's hits bear a star; u = inconclusive; [ ] = remark or other dose. Potency is read from the fitted curve at half-maximal effect.
SMILES,KDM5B inh
COc1ccc(-c2nn3c(=O)c(NC(=O)c4cccc(C)c4)cnc3o2)cc1,-4.9%
CC(C)NC(=O)c1cnc2c(c1)N(C(=O)Cc1ccc(C(C)C)cc1)CCC2,-16.1%[86.2 µM]
CNCC12CC3CC(CC(C3)C1)C2,-3.3%
COCc1nc(CCNC(=O)c2ccc(OC)cc2)no1,-7.9%
O=C(Cn1cccc1-c1nc(-c2ccccc2)no1)Nc1ccc(Cl)cc1,-16.0%
COc1cc(Cl)ccc1C(=O)N(C)C1CCc2nnc(C)n2CC1 (centres undefined),-2.2%
CN1CC2(CCN(C(=O)c3ccccc3-c3nn[nH]n3)CC2)CC1C(=O)O (centres undefined),-22.8%
NCC(=O)N1Cc2ccccc2CC12CCCN(C(=O)c1ccccc1)C2 (centres undefined),-10.0%[115 µM]
COCC1CCN(C(=O)[C@@H]2CN(c3cnccn3)C[C@H]2COC)CC1,25.1µM*
Cc1sc2nc(SCc3cccc(Cl)c3)n(CCCN3CCOCC3)c(=O)c2c1C,-12.2%
CCOc1cc(-c2ccc(OC(=O)c3ccccc3Cl)c(OC)c2)cc(=O)c2c(C)oc(C)c12,-34.5%
CN(CCc1ccccn1)[C@@H]1[C@H](O)[C@H](CO)O[C@@H]1CNS(=O)(=O)c1cccs1,-12.6%
COCCNC(=O)N1CCC(OC2CCN(Cc3ccccc3)CC2)CC1,5.3%
O=C(Cc1ccc(F)cc1)N1CCC2(CC1)NCCc1[nH]cnc12,14.1%
Cc1cc(C)c(S(=O)(=O)NCCn2c(C)cnc2C2CCC2)cc1C,2.8%
CCn1nccc1C(=O)N1CCC2(CC1)CC(N(Cc1ccc(F)cc1)C1CC1)CCO2 (centres undefined),10.6%
Cc1ccc(Cl)cc1NC(=S)Nn1cnnc1,u
CS(=O)(=O)N1C[C@@H](C(=O)Nc2ccc(N3CCOCC3)cc2)[C@H](c2ccncc2)C1,-22.3%
COc1ccc(-c2noc([C@@H]3Cc4nc[nH]c4CN3Cc3ccccc3)n2)cc1,-19.3%[86.2 µM]
Cc1nc(SC(C)C(=O)Nc2ccccc2Cl)cc(-c2ccccc2)n1 (centres undefined),-5.5%
CC(=O)Oc1ccc(C(=O)N2c3ccccc3NC(=O)C2C)cc1 (centres undefined),-2.4%
O=C(COc1ccc(C(=S)N2CCOCC2)cc1)N1CCOCC1,43.7%
CCOc1ccc(NC(=O)c2nn(C)c(=O)c3ccccc23)cc1S(=O)(=O)N(C)C,0.4%
CCC1c2ccsc2CCN1C(=O)c1nn(C)c(=O)c2ccccc12 (centres undefined),10.3%
CCNC(=O)N[C@H]1CC[C@]2(C)CC[C@@H]([C@H](C)C(=O)NCc3ccco3)[C@H](O)[C@H]2[C@@H]1C,u
COc1ccc(NC(=O)Cn2ncc3c4ccccc4n(Cc4ccccc4)c3c2=O)cc1OC,-9.6%
O=C(C1CC1)N(Cc1nc2ccccc2c(=O)[nH]1)Cc1cccs1,35.9%
CCc1cccc2c(C(CC(=O)NC(C)CC)c3ccc(OC)c(OC)c3)c[nH]c12 (centres undefined),u
C[C@@H](NC(=O)C1=C[C@@H](NC(=O)Nc2ccccc2Br)[C@@H](O)[C@H](O)C1)C(N)=O,-27.4%
CCCn1c2ccccc2c2cnn(CC(=O)NCCCN3CCCCC3CC)c(=O)c21 (centres undefined),u
COc1cc([C@@H]2Nc3c(F)cccc3[C@@H]3C=CC[C@@H]32)cc(Br)c1OC,u
CC1CCN(S(=O)(=O)c2ccc3c(c2)N(CC(=O)NCCCN2CCCCC2C)C(=O)CS3)CC1 (centres undefined),4.8%
COc1ccc(-c2onc(C)c2C(=O)NCCOc2ccccc2)cc1,-17.6%
O=c1oc2cc(O)ccc2cc1-c1nnc(Nc2cccc(Cl)c2)s1,u
CNC(=O)[C@@H]1CN(C(=O)c2cc(C)n(CCOC)c2C)C[C@H]1CO,-25.4%
O=C(NCc1cccnc1)c1ccc2oc(-c3ccc(C(F)(F)F)cc3)nc2c1,-10.3%
Cc1cc(NC(=O)Nc2cccc(Cl)c2)n(-c2ccccn2)n1,-9.5%
O=C(O)[C@@H]1CN(C(=O)CCn2ccc(=O)[nH]c2=O)C[C@H]1c1cccc(F)c1,-26.0%
COc1ccccc1Cc1nc2ccccc2nc1SCC(=O)N1CCCCC1,-22.4%
Cc1nn(CC(=O)N2CCCCCC2)c(=O)c2nc(C(C)C)sc12,-22.8%
O=C(COc1ccc(Cl)cc1)Nc1ccc(C(=O)OCc2cc(=O)n3ccsc3n2)cc1,-13.2%
N#Cc1ccc(O[C@@H]2CCOC[C@H]2NC(=O)CN2CCOC2=O)cc1,3.3%
CC(Oc1cccc(Cl)c1)C(=O)NC(C)c1ccccc1 (centres undefined),19.9%
COc1cc(=O)n2c(c1C(=O)Nc1ccccc1F)CCCC2,18.8%
CSCCC(NS(=O)(=O)c1cccs1)C(=O)Nc1ccc(C)c(Cl)c1 (centres undefined),-21.8%
COc1ccc(CN2CC3(CCN(C(=O)Cn4c(=O)oc5ccccc54)CC3)C2=O)cc1,-1.8%
O=C(Nc1ccccc1F)C1CCN(C(=O)c2ncn3c2COC(c2ccc(F)cc2)C3)CC1 (centres undefined),24.5%
Cc1ccc(C(=O)N2CCCC3(COc4ccccc4C(=O)N3)C2)cc1 (centres undefined),u
CC(C)N1C(=O)C(Cc2nc3ccccc3c(=O)n2C)c2cc(Br)ccc21 (centres undefined),7.3%
CC(C)c1ccc(NC(=O)CCS(=O)(=O)c2ccc3c(c2)CC(=O)N3C)cc1,-14.8%
COC(=O)c1cccnc1-n1c(=O)c2cccnc2n(CC(=O)Nc2ccc(C)cc2C)c1=O,-0.2%
CCOC(=O)CNC(=O)NCc1cccn1Cc1c(C)cc(C)cc1C,-24.3%
CC(C)c1ccc(C(=O)O)cc1,7.7%
O=C(Nc1ccc(Cl)cc1)c1cnn2c1NC(c1ccccc1)=CC2c1ccccc1 (centres undefined),-27.7%
COc1ccc(C)cc1NC(=O)CN1C(=O)C(c2ccccc2)=NC12CCCC2,-12.9%
O=C(Cn1nnnc1-c1ccc(Br)cc1)N1CCOCC1,u
COCCNC(=O)C(NC(=O)c1ccc(OC)cc1)C1CCN(C(=O)c2cccc(C)c2)CC1 (centres undefined),12.9%
CCC1(N2CCN(S(=O)(=O)c3ccc(C(F)(F)F)cc3)CC2)CCN(C(=O)NC)C1 (centres undefined),-16.7%
CCCOc1ccc(C(=O)Nc2cc(-c3nc4ccccc4[nH]3)ccc2C)cc1,u
COc1ccc2c(c1)OCC(C(=O)NCc1cc3cc(OC)ccc3[nH]1)C2 (centres undefined),25.1µM*

# Remaining list, next part
SMILES,KDM5B inh
Cc1ccc2nc(C)c(C(=O)N3CCC(CN(C)C(C)C)CC3)cc2c1,-8.9%
CCCNC(=O)NNC(=O)c1cc(-c2ccc(Cl)cc2)nc2ccccc12,-1.3%
COc1ccccc1Oc1ccc(N2CC(C(=O)OCC(=O)c3ccc(F)cc3)CC2=O)cc1 (centres undefined),0.6%
CS(=O)(=O)c1ccc(Cl)c(NC(=O)c2cnccn2)c1,7.4%
COc1cccc(N2C(=O)NC(=NC3CCCCC3)C23CCN(Cc2ccc(N(C)C)cc2)C3)c1 (centres undefined),16.8%[115 µM]
O=C1OCC2(CCN(Cc3ccccc3O)C2)N1Cc1ccccc1 (centres undefined),1.4%[86.2 µM]
Cc1ccc2oc(=O)cc(CN3CCN(C/C=C/c4ccccc4)CC3)c2c1,u
O=C(Nc1ccc(-c2nc3ccccc3o2)c(O)c1)c1cc(Cl)ccc1Cl,u
O=C(COc1ccccc1)NC1CCCN(c2cc(-c3ccc(F)cc3)[nH]n2)C1 (centres undefined),-10.6%
CCn1cc(S(=O)(=O)NCCc2ncc(C)n2Cc2ccc(F)cc2)cn1,2.4%
Cc1nn(CC(O)c2ccccc2F)c(=O)c2ccccc12 (centres undefined),7.7%
COc1ccc(C(OC(=O)c2ccco2)C(=O)NC2CCCC2)cc1OC (centres undefined),32.3%
CCC(C)Cc1c(C)sc2nc(CNc3ccc4c(c3)OCO4)[nH]c(=O)c12 (centres undefined),1.7%
CCc1cccc(NC(=O)CN(c2ccc(C)cc2)S(=O)(=O)c2cccs2)c1,-5.2%
CC(C)Oc1ccc(C(=O)N2CCC(c3nc4ccccc4o3)CC2)cc1,u
O=C1N(Cc2cccc(F)c2F)CCCC1(O)CN1CCNCC1 (centres undefined),u
COc1cccc(C(=O)Nc2nc3nc(C)c(C)c(=O)n3[nH]2)c1,u
COc1cccc(NC(=O)N2CCN3CCCCC3C2)c1 (centres undefined),u
COC(=O)c1ccc(C)c(NC(=O)N2CCc3[nH]cnc3C2c2cccc(F)c2F)c1 (centres undefined),2.9%
O=C(CCCn1ccc2cc(S(=O)(=O)N3CCCC3)ccc21)NCc1ccc(Cl)cc1,u

# 15 of the compounds above, with tabs:
SMILES	KDM5B inh
Cc1ccc2nc(C)c(C(=O)N3CCC(CN(C)C(C)C)CC3)cc2c1	-8.9%
CCCNC(=O)NNC(=O)c1cc(-c2ccc(Cl)cc2)nc2ccccc12	-1.3%
COc1ccccc1Oc1ccc(N2CC(C(=O)OCC(=O)c3ccc(F)cc3)CC2=O)cc1 (centres undefined)	0.6%
CS(=O)(=O)c1ccc(Cl)c(NC(=O)c2cnccn2)c1	7.4%
COc1cccc(N2C(=O)NC(=NC3CCCCC3)C23CCN(Cc2ccc(N(C)C)cc2)C3)c1 (centres undefined)	16.8%[115 µM]
O=C1OCC2(CCN(Cc3ccccc3O)C2)N1Cc1ccccc1 (centres undefined)	1.4%[86.2 µM]
Cc1ccc2oc(=O)cc(CN3CCN(C/C=C/c4ccccc4)CC3)c2c1	u
O=C(Nc1ccc(-c2nc3ccccc3o2)c(O)c1)c1cc(Cl)ccc1Cl	u
O=C(COc1ccccc1)NC1CCCN(c2cc(-c3ccc(F)cc3)[nH]n2)C1 (centres undefined)	-10.6%
CCn1cc(S(=O)(=O)NCCc2ncc(C)n2Cc2ccc(F)cc2)cn1	2.4%
Cc1nn(CC(O)c2ccccc2F)c(=O)c2ccccc12 (centres undefined)	7.7%
COc1ccc(C(OC(=O)c2ccco2)C(=O)NC2CCCC2)cc1OC (centres undefined)	32.3%
CCC(C)Cc1c(C)sc2nc(CNc3ccc4c(c3)OCO4)[nH]c(=O)c12 (centres undefined)	1.7%
CCc1cccc(NC(=O)CN(c2ccc(C)cc2)S(=O)(=O)c2cccs2)c1	-5.2%
CC(C)Oc1ccc(C(=O)N2CCC(c3nc4ccccc4o3)CC2)cc1	u

# (more compounds)
SMILES,KDM5B inh
COc1ccc(C(=O)N2CCN(c3cc(C(F)(F)F)nc(C)n3)CC2)cc1OC,-18.3%
O=C(c1ccc(Br)o1)N1C[C@@H](CO)[C@H](c2ccccn2)C1,13.5%
O=C(N/N=C/c1cccn1-c1ccc([N+](=O)[O-])cc1)c1cccnc1,-5.1%
CN1CCN(C(CNC(=O)c2cc(-c3ccccc3)on2)c2cccs2)CC1 (centres undefined),8.3%
O=C(COc1ccccc1)Nc1nnc(S(=O)(=O)N2CCCC2)s1,-8.8%
NC(=O)c1noc(CN2CCn3nc(CCC(=O)N4CCOCC4)cc3C2)n1,u
O=C(c1ccncc1)N1CCCN(Cc2cccnc2)c2ccccc21,-13.1%
COc1ccc2oc(=O)cc(CN3CCN(c4ccccc4OC)CC3)c2c1,-22.5%
CN1CC(=O)N(c2ccccc2F)Cc2c(NCc3ccc(F)cc3)ncnc21,-21.3%
O=C(CCc1conc1-c1ccccc1F)NCc1ccc(Cl)cc1,19.8%
CCOC(=O)c1c(C)c(CCC(=O)NCCN2CCN(C)CC2)c(C)n1C,-8.3%
Cc1nn2c(c1-c1ccccc1Oc1ccccc1)N(Cc1cccc(C(=O)O)c1)CCC2,u
Cc1ccc(-c2nn(CC(=O)NC3CCCC3)c3c2cnc2ccc(F)cc23)cc1C,-17.7%
O=C(Nc1ccc2c(c1)OCCO2)N1c2ccccc2CC1c1nc(C2CC2)no1 (centres undefined),u
COC(=O)[C@H](Cc1ccc(OC)cc1)NC(=O)[C@@H]1CN(C(=O)c2cccc(F)c2)CCN1C(=O)c1cccc(F)c1,26.6%
Cc1ccc(C)c(N2CCN(S(=O)(=O)c3c(C(=O)N4CCC(C)CC4)c(C)n(C)c3C)CC2)c1,3.0%
COc1ccccc1CNC(=O)[C@@H](C)C1CC[C@@]2(C)CC[C@H](NC(=O)c3ccncc3)[C@@H](C)[C@@H]2[C@H]1O (some centres undefined),20.4%
Cn1c(CO)cnc1S(=O)(=O)Cc1c(Cl)cccc1Cl,3.6%
Cc1nnc2n1C(C)CN(C(=O)Cn1nnc(-c3ccc(F)cc3)n1)C2 (centres undefined),37.2%
Cc1ccc(-c2ccc3nnc(CNC(=O)C(C)Oc4ccccc4)n3n2)cc1C (centres undefined),u
CC(C)NC(=O)N(O)C1N(C(C)C)C(=O)N(Cc2ccc3c(c2)OCO3)C1(C)C (centres undefined),9.1%
CCCCCCCNC(=S)Nc1ccccc1F,3.2%
CN1CCN(C(=O)CNc2nc(Cl)nc3nc[nH]c23)CC1,1.4%
Cc1nc(NCCc2ccn[nH]2)cc(C2CC(O)C2)n1 (centres undefined),30.7%[activator]
CCCc1nn2c(=O)cc(COC(=O)c3ccc4c(c3)OCO4)nc2s1,-1.9%
CCCCNC(=O)c1ccc2c(c1)N(C(=O)c1ccc(F)cc1)CC2,11.3%
CCCCNC(=O)CN1CCN(C(=O)c2cc(-c3cccs3)nc3ccccc23)CC1,u
CC1CCN(S(=O)(=O)c2ccc3c(ccn3CCC(=O)NCCCN3CCOCC3)c2)CC1,0.2%
Cc1cccc(NC(=O)CSc2nnc(CNC(=O)c3c(F)cccc3Cl)o2)c1C,17.2%
COc1ccccc1-n1cnnc1SCC(=O)Nc1cccc(S(N)(=O)=O)c1,19.6%
CCCCCCCCCCOc1ccc(OC(=O)c2ccncc2)cc1,-9.2%
CCc1ccc(NC(=O)NCCc2c(C)nn(C)c2C)cc1,-6.6%

# An excerpt; the hit share may differ from the screen's.
